Screening results (PubChem BioAssay)
EPAC1 agonist = EPAC1 (human) agonism; Potency, µM (top dose mostly 154 µM), without a hit: at the top dose activation, most hits filed as activators; O95398; AID 720707; EPAC1 agonist qHTS, biochemical assay; response scale: 100% = response to 6.5 mM cAMP; hit rate 0.073% among 360,000; also: potency is read from the fitted curve at half-maximal effect; nearly all actives have a fitted effect of over 60% in size
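Nucleotide exchange by EPAC1 (100 nM) on Rap1B–BODIPY-GDP (250 nM) in the presence of 50 uM GDP is tracked fluorescently at 480/540 nm over 30 min. Signals are normalized to a 6.5 mM cAMP control.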
GLP-1R agonist = activates the human GLP-1 receptor. P43220. HEK293 GLP-1R CRE-luciferase, luminescence, 4-6 h; cells express a hypersensitive GLP-1R form. Potency, µM (highest dose often 45.6 µM), for the others: at the highest dose activation, actives largely listed as activators. hit rate 0.007% among 380,000; also: potency is read from the fitted curve at half-maximal effect; % of control where 0% means no effect
IL-2 act = activates IL-2 in a cell-based reporter assay. IL-2 activation reporter assay, cell-based qHTS; stimulated with anti-CD3/CD4/CD28 beads; in transgenic mouse T cells. activation, % (series mostly up to about 46 µM). hit rate 0.065% among 360,000. AID 652025; in the data active = activation above about 50%; inconclusive = mostly about 30% to 49%; also: 0% is about no effect
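Unstimulated transgenic mouse T cells preincubated 60 min with compound, then stimulated with anti-CD3/anti-CD4-coated beads plus anti-CD28 for 18 h at 37 degrees C. IL-2 response read as EGFP and DsRed fluorescence by plate cytometry.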
PI5P4K alpha inh = PI5P4K alpha (human) kinase inhibition; P48426; PI5P4Kalpha enzyme, ADP-Glo luminescence, 60 min; active compounds read low; max response, %; hit rate 1.2% among 330,000; active = max response of -50% or lower; inconclusive = between -30% and -50%; inactive = -30% or higher; also: value at the top dose of about 77 µM; % is scaled to controls: 0 for no effect and ±100 for the full control effect
Target sequence (P48426 whole entry, looked up): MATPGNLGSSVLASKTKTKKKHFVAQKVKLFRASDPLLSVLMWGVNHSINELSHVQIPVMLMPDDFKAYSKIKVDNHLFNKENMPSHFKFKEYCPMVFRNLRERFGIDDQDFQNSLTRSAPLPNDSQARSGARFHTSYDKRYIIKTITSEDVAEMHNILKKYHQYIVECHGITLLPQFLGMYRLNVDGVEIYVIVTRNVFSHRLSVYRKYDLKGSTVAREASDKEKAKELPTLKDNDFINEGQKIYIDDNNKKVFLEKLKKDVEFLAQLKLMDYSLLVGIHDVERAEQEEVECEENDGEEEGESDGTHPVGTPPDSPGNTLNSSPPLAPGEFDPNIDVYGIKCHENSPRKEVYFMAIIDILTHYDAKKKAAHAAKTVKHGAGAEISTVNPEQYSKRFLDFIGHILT
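qHTS, 1536-well: enzyme/substrate mix, compound by pin tool, 5 microM ATP final; RT 60 min; ADP-Glo reagents 1 (45 min) then 2 (30 min); luminescence.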
HEK293 tox = cytotoxicity counter-screen for GLP-1 receptor inverse agonists | HEK293 cAMP-luciferase reporter cells, luminescence, 24 h | Potency, µM (titrated, usually from 38.3 µM), for the others: top-dose activity change, negative = inhibition, most hits filed as inhibitors | hit rate 0.13% among 410,000 | AID 624418;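 also: loss of luciferase light is scored as toxicity; potency is read from the fitted curve at half-maximal effect; % is scaled to controls: 0 for no effect and ±100 for the full control effect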
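Cells in DMEM/10% Nu serum/1% pen-strep, 1536-well format. Pre-incubated 12 h, dosed with 23 nL compound, incubated a further 24 h. Luciferase detection, 12 min at room temp, luminescence.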
PLK1 PBD inh = inhibitors of human PLK1 polo-box domain binding | P53350 | Plk1 PBD binding of FITC phosphopeptide, fluorescence polarization | Potency, µM, for the others: max response, negative = inhibition, usual class: inhibitors | hit rate 2.8% among 360,000; also: potency is read from the fitted curve at half-maximal effect; series mostly up to about 57 µM; % is scaled to controls: 0 for no effect and ±100 for the full control effect; nearly all actives have a fitted effect of over 65% in size
Target sequence (P53350 whole entry, looked up, the tested form may be a part): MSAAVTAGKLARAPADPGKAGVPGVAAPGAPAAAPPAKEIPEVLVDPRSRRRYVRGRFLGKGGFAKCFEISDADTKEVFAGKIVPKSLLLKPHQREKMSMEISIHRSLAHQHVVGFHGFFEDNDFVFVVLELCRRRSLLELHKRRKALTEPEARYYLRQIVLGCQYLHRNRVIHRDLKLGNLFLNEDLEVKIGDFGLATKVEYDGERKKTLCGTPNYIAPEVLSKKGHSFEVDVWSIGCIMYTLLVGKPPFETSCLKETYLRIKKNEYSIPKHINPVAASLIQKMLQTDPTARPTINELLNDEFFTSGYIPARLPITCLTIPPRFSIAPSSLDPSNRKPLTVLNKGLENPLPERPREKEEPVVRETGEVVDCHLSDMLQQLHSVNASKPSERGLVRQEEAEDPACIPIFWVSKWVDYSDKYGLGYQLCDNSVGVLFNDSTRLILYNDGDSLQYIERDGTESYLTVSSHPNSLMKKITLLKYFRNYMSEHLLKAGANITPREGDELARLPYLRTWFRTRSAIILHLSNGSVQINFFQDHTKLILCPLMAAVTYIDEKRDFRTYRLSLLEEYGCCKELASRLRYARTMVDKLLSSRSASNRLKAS
GLP-1R inv ag = acts as inverse agonist at human GLP-1 receptor. HEK293 GLP-1R CRE-luciferase, luminescence, 24 h; GLP-1R form is constitutively active. Potency, µM (doses to about 38.3 µM), without a hit: at the highest dose activity change, negative = inhibition, most hits filed as inhibitors. P43220. hit rate 1.6% among 410,000; also: potency is read from the fitted curve at half-maximal effect; % is scaled to controls: 0 for no effect and ±100 for the full control effect; nearly all actives have a fitted effect of over 55% in size
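Seeding at 200 cells/uL, 12 h culture, 24 hr compound treatment, then luciferase reagent and a luminescence read; cells are HEK293 stably expressing a constitutively active GLP-1R plus cAMP-responsive luciferase.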
PTHR1 agonist = activates the human parathyroid hormone receptor PTHR1 | HEK293 GP2 PTHR1 cells, GloSensor cAMP luminescence, 1 h | Potency, µM (doses to about 115 µM), for the others: top-dose activation, actives largely listed as activators | hit rate 0.075% among 410,000 | AID 743266; also: potency is read from the fitted curve at half-maximal effect; nearly all actives have a fitted effect of over 55% in size; some results filed as inactive show a strong effect at the top dose; inactives centre near -15; many of its hits are not listed in these tables
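HEK-293-derived GP2 cells expressing PTHR1 and a GloSensor cAMP reporter, 3,000/well, plated overnight, given luciferin plus IBMX (each 0.5 mM as added) for 1 h at 37 °C, then compound for 1 h at 37 °C. Luminescence was read after 15 min at room temperature.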
EPAC1 antagonist = blocks human EPAC1 exchange factor; O95398; EPAC1 GEF assay, Rap1b-BODIPY-GDP exchange fluorescence; Potency, µM (titrated, usually from 115 µM), for inactives: at the highest dose activity change, negative = inhibition, usual class: inhibitors; hit rate 0.14% among 360,000;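 also: potency is read from the fitted curve at half-maximal effect; plate controls were vehicle for no effect and positive control for full effect; nearly all actives have a fitted effect of over 50% in size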
* hit, by the source's call; i = inactive; u = inconclusive; x = no result given; [ ] = another dose, or the depositor's remark. Unless noted, calls follow the shape of the dose curve; as a rule, active = well fitted curve in the direction sought with a large enough effect; inconclusive = small, poorly fitted or top-dose-only effect, or another doubt; inactive = no such curve, though single readings can be large; an effect the other way counts as inactive or inconclusive. These rows are one share of the data. The share of hits here may be higher or lower than overall.

Order of results: EPAC1 agonist	GLP-1R agonist	IL-2 act	PI5P4K alpha inh	HEK293 tox	PLK1 PBD inh	GLP-1R inv ag	PTHR1 agonist	EPAC1 antagonist
[1] C[C@H](CO)N1C[C@H](C)[C@H](CN(C)C(=O)CCC(F)(F)F)OCc2cnnn2CCCC1=O
  1%	-6%	-2.9	1	1%	-6%	2%	i	-2%
[2] O=C(Nc1ccc(Br)cc1)c1cccn1-c1ncc(C(F)(F)F)cc1Cl
  7%	-2%	-2.7	x	-2%	-7%	-10%	-34%[inhibitor][57.5 µM]	-22%
[3] Cn1c(=O)c2c(ncn2CC(COCc2ccccc2)OCc2ccccc2)n(C)c1=O (stereo not drawn)
  9%	-7%	-0.2	5	-15%	-8%	-6%	-8%	-20%
[4] C=CCn1c(NC(=O)c2ccccc2Cl)c(C#N)c2nc3ccccc3nc21
  8%	-5%	1.4	x	427%[activator]	-29%	u	-61%[inhibitor][57.5 µM]	u
[5] COc1ccc(C2c3c(ncn(Cc4ccco4)c3=N)Oc3ccc4ccccc4c32)cc1 (stereo not drawn)
  18%	-5%	-1.0	-24	-26%	3%	u	i	-3%
[6] O=C(O)c1cccc(NC(=O)c2cccc(S(=O)(=O)Nc3cccc([N+](=O)[O-])c3)c2)c1
  7%	6%	1.4	2	7%	-9%	10%	-22%	-8%
[7] COc1ccc(-c2ccc(S(=O)(=O)NCC3CCCO3)cc2)cc1 (stereo not drawn)
  11%	8%	-2.4	3	1%	-3%	3%	-24%	3%
[8] CC(OC(=O)CCc1nc2ccccc2c(=O)[nH]1)C(=O)NCc1ccc2c(c1)OCO2 (stereo not drawn)
  -5%	3%	-2.0	x	-17%	-9%	-3%	i	6%
[9] CCOC(=O)c1sc(N)nc1C(C)C
  7%	5%	0.4	-12	-6%	u	64%[activator]	i	3%
[10] CC(C)Cn1c(N)c(C(=O)CSc2ncn[nH]2)c(=O)n(C)c1=O
  8%	13%	0.1	0	-17%	-5%	2%	-1%	5%

Continued, starting with the last 6 of the part before.
Order of results: EPAC1 agonist	GLP-1R agonist	IL-2 act	PI5P4K alpha inh	HEK293 tox	PLK1 PBD inh	GLP-1R inv ag	PTHR1 agonist	EPAC1 antagonist
[5] COc1ccc(C2c3c(ncn(Cc4ccco4)c3=N)Oc3ccc4ccccc4c32)cc1 (stereo not drawn)
  18%	-5%	-1.0	-24	-26%	3%	u	i	-3%
[6] O=C(O)c1cccc(NC(=O)c2cccc(S(=O)(=O)Nc3cccc([N+](=O)[O-])c3)c2)c1
  7%	6%	1.4	2	7%	-9%	10%	-22%	-8%
[7] COc1ccc(-c2ccc(S(=O)(=O)NCC3CCCO3)cc2)cc1 (stereo not drawn)
  11%	8%	-2.4	3	1%	-3%	3%	-24%	3%
[8] CC(OC(=O)CCc1nc2ccccc2c(=O)[nH]1)C(=O)NCc1ccc2c(c1)OCO2 (stereo not drawn)
  -5%	3%	-2.0	x	-17%	-9%	-3%	i	6%
[9] CCOC(=O)c1sc(N)nc1C(C)C
  7%	5%	0.4	-12	-6%	u	64%[activator]	i	3%
[10] CC(C)Cn1c(N)c(C(=O)CSc2ncn[nH]2)c(=O)n(C)c1=O
  8%	13%	0.1	0	-17%	-5%	2%	-1%	5%
[11] CCOC(=O)Cc1cnc(N)s1
  -3%	3%	-2.5	-1	-13%	-1%	15%	-23%	-11%
[12] CC1(C(=O)NS(=O)(=O)C2CC2)CCCN(C(=O)c2ccc3c(c2)OCO3)C1 (stereo not drawn)
  -1%	-9%	0.8	2	-4%	0%	29%	-14%	-14%
[13] Cc1cc(C)n(C(=O)c2cc3c(s2)CCCC3)n1
  7%	-3%	-1.3	19	6%	-10%	-30%	-12%[57.5 µM]	0%
[14] CC[C@@]12C(=O)N(c3ccc(OC)cc3)C(=O)N1[C@H](c1ccc(Cl)cc1)[C@@H]1C(=O)N(C3CCCCC3)C(=O)[C@@H]12
  -5%	-1%	0.2	-12	4%	3%	u	i	-16%
[15] CC(=O)c1ccc(-n2nncc2C(C)(C)C)cc1
  0%	0%	-1.3	x	-5%	-5%	0%	i	11%
[16] CCOc1ccc(CC(=O)NCc2ccc3c(c2)cc(C)n3C)cc1
  -6%	7%	-2.2	0	-26%	4%	10%	i	5%
[17] C/C(=N\NC(=O)c1ccn(C)n1)c1cccc(NC(=O)c2ccncc2)c1
  7%	2%	3.4	2	-3%[1.53 µM]	-6%	7%	-4%	7%
[18] CN(c1ncc(C(F)(F)F)cc1Cl)n1cc(C(=O)O)c2ccccc2c1=O
  5%	-10%	-0.4	0	-1%	-2%	-1%	-8%[57.5 µM]	-9%
[19] CCNC(=O)n1nccc1C(C)Oc1cccc(C(F)(F)F)c1 (stereo not drawn)
  12%	1%	-1.7	0	2%	2%	0%	-11%[57.5 µM]	-8%
[20] CCCCCc1ccc(-c2cn(CCCOCc3ccccc3)nn2)cc1
  -4%	1%	-0.4	8	3%	-2%	u	-13%	7%

More entries follow:
Order of results: EPAC1 agonist	GLP-1R agonist	IL-2 act	PI5P4K alpha inh	HEK293 tox	PLK1 PBD inh	GLP-1R inv ag	PTHR1 agonist	EPAC1 antagonist
[21] COc1ccc(-c2oc3ccc(-c4ccc(OC)nc4)cc3c2C#CC2(O)CCCCC2)cc1
  -3%	-1%	-1.5	16	-17%	-2%	u	-13%	9%
[22] Fc1ccc(N/N=C/c2ccncc2)c(F)c1
  -3%	10%	-0.5	-5	-15%	-8%	1.4µM*	-16%	-17%
[23] CC(C)(C)c1ccc(OCC(=O)N/N=C/c2ccc(N3CCOCC3)cc2)cc1
  -14%	1%	3.2	-4	-4%	-1%	1%	-11%	-29%
[24] Cc1ccc([N+](=O)[O-])cc1N=C1C(=O)Nc2ccccc21
  -2%	13%	-0.3	-13	-6%	-11%	u	-11%	-2%
[25] Cc1cc(C)nc(N2CCCC(C(=O)Nc3cc(F)ccc3C)C2)n1 (stereo not drawn)
  -1%	0%	0.4	-2	-3%	-8%	3%	-10%	-18%
[26] COc1ccc(NC(=O)CN2C(=O)c3ccccc3S2(=O)=O)cc1S(=O)(=O)N1CCOCC1
  2%	13%	-3.5	2	-6%	0%	25%	i	8%
[27] COc1ccc(Nc2nc(-c3ccccc3O)nc3ccccc23)cc1
  13%	13%	-5.0	11	0%	-4%	u	-25%	u
[28] COc1ccc(NC(=O)c2sc(=S)[nH]c2N)cc1
  3%	1%	-2.2	u	1%	u	-8%	-5%	4%
[29] O=C(NC1CCCC1)C(c1ccncc1)N(C(=O)Cc1cccs1)c1cccc(F)c1 (stereo not drawn)
  2%	5%	0.0	-1	2%	3%	14%	i	7%
[30] CCOC(=O)c1c(NC(=O)C2COc3ccccc3O2)sc2c1CC(C)(C)NC2(C)C (stereo not drawn)
  5%	5%	-3.1	2	-28%	0%	3.2µM*	i	-5%

Additional entries follow.
Order of results: EPAC1 agonist	GLP-1R agonist	IL-2 act	PI5P4K alpha inh	HEK293 tox	PLK1 PBD inh	GLP-1R inv ag	PTHR1 agonist	EPAC1 antagonist
[31] Cc1oc(-c2ccccc2Cl)nc1CN1CCCC1c1ccc(F)cc1 (stereo not drawn)
  11%	6%	0.8	1	0%	-5%	u	u	0%
[32] O=C(Cc1ccccc1)NCC(=O)N1CCc2ccccc2C1
  6%	10%	0.4	-12	-10%	-14%	-2%	i	1%
[33] O=c1ccn(-c2ccccc2)[nH]1
  2%	1%	-0.1	10	-1%	-16%	14%	i	-1%
[34] Cc1cc(NC(=O)C(C)SCC(=O)O)no1 (stereo not drawn)
  16%	0%	0.2	-3	-5%[0.307 µM]	-4%	4%[0.307 µM]	u	-2%
[35] COc1ccc(-c2nc3c4ccccc4ccn3c2CN2CCCCC2)cc1OC
  6%	19%	6.1	-4	-3%	-5%	u	-10%	-4%
[36] CCC(=O)N1N=C2CC(C)(C)OCC2C1c1ccccc1 (stereo not drawn)
  3%	3%	-2.3	-7	7%	-12%	19%	i	u
[37] CCCCN(C(=S)Nc1ccc(F)cc1)c1c(N)n(CCC)c(=O)[nH]c1=O
  -1%	-1%	-0.2	-5	16%	u	2%	-8%	-10%
[38] CCc1ccccc1NC(=O)CCc1nc(-c2cccs2)no1
  -5%	-2%	-2.3	2	-4%	-2%	u	-15%	7%
[39] Cc1sc2ncn(CC(=O)NCCCC(=O)N3CCC(C)CC3)c(=O)c2c1C
  -3%	3%	0.6	1	-3%	-7%	14%	i	9%
[40] Cc1ccc(-c2cc(C(=O)NCCCN3CCOCC3)no2)cc1
  -3%	-3%	3.6	x	10%	0%	0%	i	8%

Remaining list, next part.
Order of results: EPAC1 agonist	GLP-1R agonist	IL-2 act	PI5P4K alpha inh	HEK293 tox	PLK1 PBD inh	GLP-1R inv ag	PTHR1 agonist	EPAC1 antagonist
[41] CCOCCCNc1ncc2c(n1)CC(c1ccc(C)cc1)CC2=O (stereo not drawn)
  -9%	10%	0.4	0	13%	-18%	1%	-8%[57.5 µM]	-16%
[42] CCOC(=O)C1(CCOc2ccccc2)CCN(CC=C(C)C)CC1
  -3%	10%	-1.5	-4	-10%	-14%	-19%	-23%	0%
[43] CCCCn1c(N)c(N(CC(C)C)C(=O)c2cnccn2)c(=O)[nH]c1=O
  0%	0%	-0.1	-11	15%	0%	24%	i	-5%
[44] COc1ccc(-c2cc(C(F)(F)F)nc(SCC(=O)N3CCC(C)CC3)n2)cc1
  x	-2%	x	x	-1%	x	15%	-18%	x
[45] CC1CCCN(S(=O)(=O)c2ccc3[nH]c(=O)cc(C(=O)NCCCN4CCCCCC4)c3c2)C1 (stereo not drawn)
  10%	-7%	-2.5	-16	-5%	-15%	4%	-12%	10%
